Compound activity: PubChem, National Center for Advancing Translational Sciences (NCATS)
KDM5B inh = Primary screen for KDM5B Histone Demethylases FDH-coupled qHTS | Lysine-specific demethylase 5B (Homo sapiens), Q9UGL1 | KDM5B demethylase, FDH-coupled NADH fluorescence (FDH is formaldehyde dehydrogenase) | Potency, µM (titrated, usually from 57.7 µM), for inactives: at the top dose activity change, negative = inhibition, hits mostly inhibitors | 220,000 compounds, 2.6% hits | AID 1347165, 2019; active = well fitted inhibition curve with a large enough effect; inconclusive = small, poorly fitted or top-dose-only effect; inactive = no such curve, though single readings can be large or run the other way; also: 0% is about no effect; nearly all actives have a fitted effect of over 70% in size
Target sequence (Q9UGL1 whole entry, looked up): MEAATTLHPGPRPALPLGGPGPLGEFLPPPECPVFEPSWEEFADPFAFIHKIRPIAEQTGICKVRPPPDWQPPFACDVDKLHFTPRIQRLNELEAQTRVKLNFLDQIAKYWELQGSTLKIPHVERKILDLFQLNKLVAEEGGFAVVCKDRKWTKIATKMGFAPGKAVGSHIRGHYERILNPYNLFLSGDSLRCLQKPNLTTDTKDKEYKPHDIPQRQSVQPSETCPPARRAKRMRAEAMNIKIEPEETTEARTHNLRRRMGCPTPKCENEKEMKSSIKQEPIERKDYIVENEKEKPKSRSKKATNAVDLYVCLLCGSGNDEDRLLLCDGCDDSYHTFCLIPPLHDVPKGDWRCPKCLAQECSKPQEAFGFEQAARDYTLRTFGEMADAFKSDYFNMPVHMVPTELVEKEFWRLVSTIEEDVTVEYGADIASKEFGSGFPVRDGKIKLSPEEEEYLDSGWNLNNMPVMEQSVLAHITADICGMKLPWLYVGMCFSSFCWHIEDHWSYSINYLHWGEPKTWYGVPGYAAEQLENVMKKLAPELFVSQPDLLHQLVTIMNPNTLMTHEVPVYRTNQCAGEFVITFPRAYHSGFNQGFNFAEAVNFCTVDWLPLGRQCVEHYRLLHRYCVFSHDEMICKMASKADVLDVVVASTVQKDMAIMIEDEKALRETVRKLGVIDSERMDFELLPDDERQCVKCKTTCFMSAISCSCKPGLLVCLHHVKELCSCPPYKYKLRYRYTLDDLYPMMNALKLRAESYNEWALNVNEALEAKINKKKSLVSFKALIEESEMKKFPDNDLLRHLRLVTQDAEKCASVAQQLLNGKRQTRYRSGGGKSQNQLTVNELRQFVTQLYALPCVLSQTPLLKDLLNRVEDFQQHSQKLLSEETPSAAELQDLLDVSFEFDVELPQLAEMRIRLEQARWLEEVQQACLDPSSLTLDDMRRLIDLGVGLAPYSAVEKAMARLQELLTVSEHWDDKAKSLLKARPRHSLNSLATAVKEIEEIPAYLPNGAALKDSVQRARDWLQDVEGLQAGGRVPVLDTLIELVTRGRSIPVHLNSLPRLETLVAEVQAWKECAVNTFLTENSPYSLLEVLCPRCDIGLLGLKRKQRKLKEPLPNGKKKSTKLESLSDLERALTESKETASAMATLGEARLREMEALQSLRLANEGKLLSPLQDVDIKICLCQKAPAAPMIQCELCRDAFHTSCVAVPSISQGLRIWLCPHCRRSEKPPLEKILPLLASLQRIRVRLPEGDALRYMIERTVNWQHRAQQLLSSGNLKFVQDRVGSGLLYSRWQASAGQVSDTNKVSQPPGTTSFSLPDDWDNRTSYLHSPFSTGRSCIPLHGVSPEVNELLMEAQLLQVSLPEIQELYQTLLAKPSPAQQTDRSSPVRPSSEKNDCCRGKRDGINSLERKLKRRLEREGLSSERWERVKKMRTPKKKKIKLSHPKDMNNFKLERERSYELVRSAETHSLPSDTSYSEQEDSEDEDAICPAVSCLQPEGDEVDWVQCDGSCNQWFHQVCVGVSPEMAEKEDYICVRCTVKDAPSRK
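Inhibition is measured as reduced NADH fluorescence generation from FDH coupling to formaldehyde release. Truncated KDM5BΔAP at 200 nM final acts on H3K4me3 peptide (12.5 µM in substrate mix) in pH 7.5 HEPES buffer with Tween-20, 30 min, room temperature.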
* hit, by the source's call; ? = inconclusive; & = joins results of further samples; [ ] = dose if it differs, or a comment. Potency is read from the fitted curve at half-maximal effect. Some of the compounds tested; count on the stated rates, not on these rows.

#	Structure	KDM5B inh
1	COC1CCN(CC2CCCCCN2C(=O)c2cc(F)ccc2F)CC1 (centres undefined)	-21%
2	CCOC(=O)c1cc(S(=O)(=O)Nc2cc(C)c(Cl)cc2OC)[nH]n1	-5%
3	CC(=O)c1cccc(NC(=O)C(Nc2ccc3oc(C)nc3c2)c2ccccc2)c1 (centres undefined)	?
4	COc1ccc(CC(=O)N2CCC(N3CC4CC(C3)[C@H]3CCCC(=O)N3C4)CC2)cc1 (some centres undefined)	-29%
5	COc1ccc(C(=O)N[C@@H]2CCC[C@@H]2C(=O)N2CCN(Cc3ccc(F)cc3)CC2)cc1	-4%
6	Cc1nc(-c2ccc(F)cc2)n(CC(=O)Nc2ccc(F)cc2)c(=O)c1CCO	-12%
7	O=C(CCn1ccc2ccc(Cl)cc21)Nc1ccc2c(c1)C(=O)N1CCC[C@H]1C(=O)N2	-12%
8	O=C(CCC1CCCC1)Nc1nc2ccc(F)cc2s1	-11%
9	O=C(Nc1nnc(S(=O)(=O)N2CCCC2)s1)c1ccccc1Br	-9%
10	O=C(c1cccs1)N(Cc1cccnc1)C1CC1	11%
11	CN(C)CCCNC(N)=O	-14%
12	COC(=O)CNC(=O)C1=NOC2CN(C(=O)c3ccn(C)n3)CC12 (centres undefined)	6%[149 µM]
13	COCCNC(=O)c1cc2n(n1)CC(c1ccc(Br)cc1)OC2 (centres undefined)	31%
14	CN1C[C@@H]2CCCN3CCC[C@@H]([C@H]23)[C@H]1CCCC(=O)NCc1ccccc1	9%
15	Cc1ccc(-n2c(-c3cccc(C)c3)nc3c(cnn3-c3ccccc3)c2=O)cc1	-23%

Remaining list, next part.
#	Structure	KDM5B inh
16	COc1cc(OC)c(C2=CCN(S(=O)(=O)N3CCCC(C)C3)CC2)c(OC)c1 (centres undefined)	8%
17	COc1ccccc1-c1cnc(Nc2cc(F)cc(N3CCOCC3)c2)c2c1CCO2	?
18	CC(C)NC(=O)CC1(C(=O)NCc2ccc(Cl)cc2)CCCC1	48%[activator]
19	COc1ccc(N2CCN(C(=O)c3ccccc3N(C)S(=O)(=O)c3ccccc3)CC2)cc1	-5%
20	O=c1c(N2CCN(c3cccc(Cl)c3)CC2)csc2ccc(Cl)cc12	?
21	Cc1csc2c(NCCC3CN(c4cnn(C)c(=O)c4)CCO3)ncnc12 (centres undefined)	2%
22	O=C1CSC(c2ccccc2)N1c1cccnc1 (centres undefined)	11%
23	O=C(CN1CCn2nc(C(O)C3CC3)cc2C1)N1CCc2ccccc21 (centres undefined)	27%
24	CC1CCC2(CC1)NC(=O)N(CC(=O)Nc1ccc(Br)cc1F)C2=O (centres undefined)	19%
25	CCCn1c(C)cnc1CC1CCN(C(=O)NC)C1 (centres undefined)	-5%
26	O=C(NCc1cccnc1)Nc1cccc(NC(=O)NCc2cccnc2)c1F	33%
27	CN1CC(=O)N(C2CCCNCC2)Cc2c(NCc3ccccn3)ncnc21 (centres undefined)	?
28	COC(=O)[C@@H](C)NC(=O)[C@H]1CN(C(=O)c2cccnc2)CCN1S(C)(=O)=O	-20%[86.2 µM]
29	c1ccc(-c2nnc3n2CCN(Cc2cn(-c4ccccc4)nn2)CC3)cc1	-19%
30	CC(C)c1noc(-c2cn(C3CCN(C(=O)c4ccc5c(c4)OCO5)C3)nn2)n1 (centres undefined)	3%

Following part
#	Structure	KDM5B inh
31	Cc1cc(C)c2c(N)c(C(=O)NN)sc2n1	?
32	Cc1ccc(C(=O)N2CCC3(CC2)CC(N(Cc2ccccc2)C2CC2)CCO3)cc1 (centres undefined)	-20%
33	O=C(Cc1ccc(F)cc1)N1CC2CC(C1)[C@H]1CCCC(=O)N1C2 (some centres undefined)	-5%
34	COc1cccc(Oc2c(C)oc3cc(OCc4ccc(F)cc4)ccc3c2=O)c1	6%
35	CCN(Cc1cc(=O)[nH]c2ccccc12)C(=O)C(C)C	-10%&-5%
36	O=C(Cn1c(NCc2ccccc2)nc2ccccc21)N1CCCC1	2%
37	N#Cc1ccc(CN2CCC3(CNc4ccccc4[S+](=O)([O-])N3)C2)cc1 (centres undefined)	?
38	CSc1cccc(N2C(=O)N(CC(=O)NCc3ccccc3Cl)c3ccccc3S2(=O)=O)c1	-32%
39	Cc1ccccc1[C@@H]1CN(C(=O)CCC(=O)NC2CCCC2)C[C@H]1C(=O)O	-20%
40	Cc1ccc(CNC(=O)CCc2c(C)nc3c(-c4ccc(F)cc4)c(C)nn3c2C)cc1	-24%
41	Cc1ccc(-c2csc(Nc3ccc(C(=O)O)c(O)c3)n2)cc1	-17%
42	O=C(Nc1ccc(OC(F)(F)F)cc1)c1nc2ccccc2nc1N1CCOCC1	-6%
43	Cc1ccc(C)c(NC(=O)N2C[C@H](c3nc(-c4cccnc4)no3)[C@@H](C)C2)c1	-11%
44	Cn1cnc(S(=O)(=O)N2CCC(Cc3nncn3-c3ccccc3)CC2)c1	-20%
45	CCOC(=O)C1=C(CN2CCN(C(=O)OCC)CC2)NC(=O)NC1c1ccc(OC)c(COC)c1 (centres undefined)	-5%

(continued)
#	Structure	KDM5B inh
46	COCCNc1nc(-c2ccc(N3CCCC3=O)cc2)cs1	5%
47	CC1=C(C(=O)Nc2ccc(C)cc2C)C(c2ccccc2[N+](=O)[O-])n2ncc(C(=O)Nc3ccccc3)c2N1 (centres undefined)	?
48	OC(CNCCNc1ncccc1C(F)(F)F)COc1ccc(F)cc1 (centres undefined)	41%
49	COc1ccc(CN(C(=O)c2oc3ccc(F)cc3c2C)C2CCS(=O)(=O)C2)cc1 (centres undefined)	11%
50	COc1ccccc1CCCNC(=O)C1CCC(=O)N(CCc2ccc(Cl)cc2)C1 (centres undefined)	25%
51	c1cncc(-c2nc(Sc3nnnn3C3CC3)c3ccccc3n2)c1	3%
52	Cc1csc(NC(=O)CSc2ccccc2)n1	-14%
53	Cc1ccc(C)c(OCc2cc(C(=O)N(C)Cc3n[nH]c4c3CCCC4)no2)c1	-10%
54	CCC(CC)C(=O)Nc1ccc([C@@H](O)[C@H]2COCC(=O)N2CC2CC2)cc1	-11%[86.2 µM]
55	O=S(=O)(c1ccccc1)c1nc(-c2cccs2)oc1N1CCOCC1	-20%
56	O=C(NCC1CCCO1)C1CCN(C(=O)c2ncn3c2COC(c2ccc(F)cc2)C3)CC1 (centres undefined)	-14%
57	CN(C)c1ccc(CNC(=O)CN(C)S(=O)(=O)c2ccc3c(c2)c(=O)n(C)c(=O)n3C)cc1	-2%
58	CCN1CCC(N(Cc2ccc3c(c2)OCO3)C(=O)Nc2cc(Cl)ccc2C(=O)OC)CC1	?
59	COc1ccccc1Cc1nc2ccccc2nc1SC(C)C(=O)NCc1ccco1 (centres undefined)	-4%
60	CC(C)(C)C(=O)Nc1ccc2nc(SCC(=O)N3CCCC3)sc2c1	1%

Following part
#	Structure	KDM5B inh
61	CCN(CC)Cc1ccc(CNC(=O)/C=C/c2cccs2)cc1	14%
62	CC[C@H]1CN(C(C)=O)CC[C@H]1CC(=O)NCCOC	-18%[115 µM]
63	CCCn1c(NCCc2ccccc2)nc2c1c(=O)n(C)c(=O)n2C	?
64	COc1ccc(N2CCN(C(=O)C(NC(=O)c3c(F)cccc3F)C(C)C)CC2)cc1 (centres undefined)	-4%
65	O=C/C=C/c1ccccc1[N+](=O)[O-]	?
66	COc1cccc(NC(=O)Cn2c(=O)n(Cc3ccc(C(=O)NCc4ccc5c(c4)OCO5)cc3)c(=O)c3ccccc32)c1	?
67	O=C(Cc1ccccc1)N1CCC(c2n[nH]c(=O)n2Cc2ccc(F)cc2)CC1	10%
68	Cc1ccccc1C(=O)NNC(=S)Nc1ccccc1	29%
69	COCCc1nncn1C1CCN(S(=O)(=O)c2ccc(Cl)c(C)c2)CC1	23%
70	Cc1cccc(CNC(=O)Cc2ccc(NC(=O)N3CCCCc4ccccc43)cc2)c1	0%
71	O=C(C1=C(O)C(=O)N(CCc2ccccc2)C1c1ccco1)c1ccco1 (centres undefined)	-15%
72	Cc1onc(-c2cnn(C)c2NCc2ccc(C#N)cc2)c1C(=O)NCC(C)C	-17%[86.2 µM]
73	COc1ccc(S(=O)(=O)c2cc3cc(C(C)(C)C)cc(O)c3oc2=O)cc1	?
74	CC1c2ccsc2CCN1C(=O)c1nn(C)c(=O)c2ccccc12 (centres undefined)	15%
75	COc1ccc(-c2c(C)c3ccc(O)cc3oc2=O)cc1	?

Other compounds:
#	Structure	KDM5B inh
76	NS(=O)(=O)c1cccc(NC(=O)COC(=O)C2CCN(S(=O)(=O)c3cccs3)CC2)c1	-52%
77	COc1ccc(C[C@H](NC(=O)[C@@H]2C[C@H](NC(=O)Nc3cccc(SC)c3)CN2C(=O)CC(C)(C)C)C(N)=O)cc1	-10%
78	Cc1nc2c(c(-c3ccc(Cl)cc3)n1)CCN(C(=O)c1ccccc1Cl)CC2	19%
79	Cc1cc(/C=N/NS(=O)(=O)c2ccc(F)c(Cl)c2)no1	5%
80	CC(C)C(=O)NC(Nc1cccc(Cl)c1Cl)C(Cl)(Cl)Cl (centres undefined)	-12%
81	COCC(=O)NC1CCC12CCN(C(=O)Cc1cccnc1)CC2 (centres undefined)	1%
82	CCc1ccc(-c2nn(CC(=O)NC3CCCCC3)c3c2cnc2ccc(F)cc23)cc1	-18%
83	COc1ccc(NC(=S)NCCc2ccccc2)c(C)c1	-15%
84	CCC1Oc2ccc(NC(=O)c3ccc([N+](=O)[O-])cc3)cc2CN(Cc2ccccc2)C1=O (centres undefined)	-13%
85	O=C(c1ccc(Cl)cc1)N1N=C(c2ccccn2)CC1(O)C(F)(F)F (centres undefined)	?
86	CCN(CC)C(=O)Oc1ccnc2cc(Cl)ccc12	14%
87	CCOC(=O)CCCN1CCC(CO)CC1	9%
88	Cc1ccccc1-n1nc(-c2c(C)nc3scc(CC(=O)NCC(C)C)n3c2=O)cc1C	28µM*
89	Oc1ccc(Cl)cc1C=NCc1ccccc1C(F)(F)F	?
90	Cc1ccc(-c2nc3ccc(Cl)cn3c2Nc2ccccc2C)s1	0%

Part of the list above, reformatted:
[78] Cc1nc2c(c(-c3ccc(Cl)cc3)n1)CCN(C(=O)c1ccccc1Cl)CC2
  KDM5B inh: 19%
[79] Cc1cc(/C=N/NS(=O)(=O)c2ccc(F)c(Cl)c2)no1
  KDM5B inh: 5%
[89] Oc1ccc(Cl)cc1C=NCc1ccccc1C(F)(F)F
  KDM5B inh: ?
[80] CC(C)C(=O)NC(Nc1cccc(Cl)c1Cl)C(Cl)(Cl)Cl (centres undefined)
  KDM5B inh: -12%

KDM5B inh: entries above that show a hit
#	Structure	KDM5B inh
88	Cc1ccccc1-n1nc(-c2c(C)nc3scc(CC(=O)NCC(C)C)n3c2=O)cc1C	28µM*

Next section.
#	Structure	KDM5B inh
91	Cc1cccc(N2CCN(Cc3nnc(-c4ccc5c(c4)OCO5)o3)CC2)c1C	12%
92	O=C(CN(c1ccccc1F)S(=O)(=O)c1ccccc1)Nc1ccccc1	8%
93	CCc1ccc(CN(C)C(C)C(=O)NCc2cccs2)cc1 (centres undefined)	10%
94	COc1cccc(CN2CCNc3cnc(OCc4cccnc4)cc3C2)c1	35µM*
95	CCCCOC(=O)c1cccc(NC(=O)/C=C/c2ccccc2Cl)c1	?
96	O=C(Nc1ccc(F)cc1)N[C@H]1[C@H](O)[C@@H](N2CCOCC2)[C@@H]2OC[C@H]1O2	17%[86.2 µM]
97	Cc1ccc(-c2cnc(SCC(=O)Nc3cc(F)ccc3C)o2)cc1C	17%
98	Cc1noc(C)c1-c1cnc2n[nH]c(-c3ccccc3)c2n1	?
99	Cc1ccc(C)c(N2CCN(C(=O)CN3CCSc4ccccc43)CC2)c1	-25%
100	Cc1ccc(C(=O)Nc2ccc(Br)cc2)cc1S(=O)(=O)N1CCOCC1	-1%
101	CCCCCCCOC(=O)c1c(C)oc2c1cc(NS(=O)(=O)c1cccs1)c1ccccc12	-23%
102	O=C1CC(c2nc(-c3ccc(Oc4ccccc4)cc3)no2)CN1c1ccccc1 (centres undefined)	21%
103	CC(NC(=O)c1sc2ncccc2c1-n1cccc1)c1ccccc1 (centres undefined)	-20%
104	CCN(CC)CCNC(=O)C1CCCN(Cc2ccncc2)CCC(=O)NCC1 (centres undefined)	-19%
105	COC(=O)c1ccccc1NC(=O)c1oc2ccc3c(c2c1C)C(=O)CC(C)(C)O3	?

New compounds follow
#	Structure	KDM5B inh
106	O=C(c1cccc(Br)c1)N(Cc1ccc2[nH]ccc2c1)C1CC1	-14%
107	O=C(O)COc1ccccc1C1Nc2ccccc2-c2nnc(SCc3ccc(Cl)cc3)nc2O1 (centres undefined)	?
108	CCn1c(=O)n(-c2ccc(F)cc2)c(=O)c2sc3ccccc3c21	?
109	c1ccc(-c2noc(-c3cncnc3N3CCN(C4CCCCC4)CC3)n2)cc1	-6%
110	O=S(=O)(c1ccc(Cl)cc1)c1nnn2c1nc(N1CCOCC1)c1ccccc12	-21%[115 µM]
111	CC(=O)N1CCC(N(Cc2ccco2)C(=O)Nc2ccc(C)c(Cl)c2)CC1	-16%
112	Cn1c(=O)oc2cc(S(=O)(=O)N3CCCCC3)ccc21	16%
113	CCc1nn2c(=O)cc(COC(=O)COc3ccc(OC)cc3)nc2s1	?
114	Cc1c(Cl)cc(C(=O)N2CCCC(C#N)C2)cc1Cl (centres undefined)	6%
115	Cc1ccccc1CN1CC[C@H](c2nc3ccc(F)cc3[nH]2)C1	-9%[86.2 µM]
116	COc1ccccc1NC(=O)CSc1nc(O)c(C/C=C/c2ccccc2)c(=O)[nH]1	?
117	CCn1cc(CN(C)C(=O)c2ccc3c(c2)C(O)CCCCCN3CCOC)c(C)n1 (centres undefined)	-23%
